High-throughput results from PubChem BioAssay.
uPA surface inh: inhibitors of cell surface uPA generation; cell surface uPA generation assay, qHTS; Potency, µM (top dose mostly 38.3 µM), for inactives: at the top dose activity change, negative = inhibition, most hits filed as inhibitors; 330,000 tested, 0.31% active; AID 540303; active means well fitted inhibition curve with a large enough effect; inconclusive means small, poorly fitted or top-dose-only effect; inactive means no such curve, though single readings can be large or run the other way; tested in mouse RAW 264.7 cells; further: potency means the concentration at half of the fitted maximal effect; on the % scale 0 is the no-effect control and ±100 the full control effect; nearly all actives have a fitted effect of over 55% in size
Rab9 prom act: activates the Rab9 promoter; Potency, µM (series often up to 9.22 µM), inactives show top-dose activation, negative = inhibition, hits mostly activators; Huh7 Rab9 promoter-luciferase reporter, luminescence, 24 h; 320,000 tested, 2.8% active; further: potency means the concentration at half of the fitted maximal effect; % of control where 0% means no effect; nearly all actives have a fitted effect of over 60% in size
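Huh7 reporter line, Rab9 promoter upstream of luciferase. Compound exposure 24 h at 37 °C in reduced-serum medium with 10% FBS. Read-out: luminescence.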
ELG1 genotoxic: genotoxicity induction in ELG1-luciferase HEK293T cells | 330,000 tested, 1.3% active | HEK293T ELG1-luciferase reporter, luminescence, 16 h | Potency, µM (doses to about 46 µM), without a hit: at the highest dose activity change, positive = activation, usual class: activators; further: potency means the concentration at half of the fitted maximal effect; % of control where 0% means no effect; nearly all actives have a fitted effect of over 60% in size
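DMSO vehicle served as control against compound-treated ELG1-luciferase HEK293T cells; exposure lasted 16 hr at 37 °C and 5% CO2, followed by ONE-Glo luminescence detection after 30 min.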
Giardia kill: Giardia lamblia killing; 340,000 tested, 0.15% active; Giardia lamblia trophozoite viability; activity change, % at 7.66 µM, hits read low; in the data active means activity change below about -80%; inconclusive means between about -30% and that limit;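 further: parasites exposed to compound for two days anaerobically before the ATP read; on the % scale 0 is the no-effect control and ±100 the full control effect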
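Compounds were tested on trophozoites seeded at 100 cells/well and held 48 hrs at 37 deg C anaerobically. An ATP-based luminescent kit measured the remaining live cells.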
Coupling enz: coupling enzyme interference in Giardia aldolase counter-screen; coupling enzyme system counterscreen, AmpLite Red fluorescence; activity change, negative = inhibition, % at 58.2 µM, hits read low; 290,000 tested, 0.67% active; AID 2472; in the data active means activity change below about -30%; further: on the % scale 0 is the no-effect control and ±100 the full control effect
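Coupling enzymes only (glyceraldehyde-3-phosphate) + compound, at 57.5 uM final, 10 min RT; add substrate/coupling/AmpLite Red mix, 20 min RT; fluorescence ex 525/em 598 nm. Actives flag coupling-system interference.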
NPC1 promoter act: NPC1 promoter activation. 320,000 tested, 2.4% active. Huh7 NPC1 promoter luciferase reporter, 24 h. Potency, µM (doses to about 9.22 µM), inactives show top-dose activation, hits mostly activators;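 further: potency means the concentration at half of the fitted maximal effect; % of control where 0% means no effect; nearly all actives have a fitted effect of over 60% in size; reporter is driven by a mutant NPC1 promoter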
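Cells: Huh7 expressing luciferase under the NPC1 promoter, 1500/well. Seeded 2 h, compound added, incubated 24 h at 37 °C. Luciferase reagent, 10 min ambient, then luminescence.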
FLuc modulator: firefly luciferase modulation, counter-screen for miR-21 project; P08659; Potency, µM (series often up to 57.5 µM), for the others: at the highest dose activity change, negative = inhibition, hits mostly inhibitors; purified FLuc, Km substrates, luminescence inhibition; 360,000 tested, 6.9% active; AID 588342;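 further: potency means the concentration at half of the fitted maximal effect; plate controls were vehicle for no effect and reference inhibitor for full effect; nearly all actives have a fitted effect of over 55% in size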
Target sequence (P08659 whole entry, looked up): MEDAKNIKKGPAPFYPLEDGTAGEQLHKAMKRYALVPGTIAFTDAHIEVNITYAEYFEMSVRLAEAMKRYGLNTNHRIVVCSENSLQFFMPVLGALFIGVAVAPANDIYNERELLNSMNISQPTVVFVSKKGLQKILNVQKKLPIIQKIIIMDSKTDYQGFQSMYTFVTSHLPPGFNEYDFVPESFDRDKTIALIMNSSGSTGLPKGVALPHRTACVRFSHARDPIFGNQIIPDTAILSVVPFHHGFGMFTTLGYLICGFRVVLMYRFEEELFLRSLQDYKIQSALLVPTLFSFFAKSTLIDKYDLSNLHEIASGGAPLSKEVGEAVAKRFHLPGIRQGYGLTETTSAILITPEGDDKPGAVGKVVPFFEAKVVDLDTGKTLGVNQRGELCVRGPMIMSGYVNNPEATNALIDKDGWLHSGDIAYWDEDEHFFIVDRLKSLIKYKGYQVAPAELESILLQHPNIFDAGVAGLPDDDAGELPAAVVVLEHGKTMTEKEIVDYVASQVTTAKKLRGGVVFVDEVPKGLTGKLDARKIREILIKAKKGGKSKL
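Biochemical qHTS of compounds, final roughly 60 µM downward over six points, against 10 nM purified firefly luciferase using Km concentrations of substrates (10 uM D-luciferin, 10 uM ATP) in Tris acetate pH 7.5 buffer; luminescence output.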
Tb PFK inh: blocks T. brucei phosphofructokinase. O15648. T. brucei PFK, ADP-Glo luminescence. Potency, µM (titrated, usually from 57.5 µM), without a hit: at the highest dose activity, negative = inhibition, hits mostly inhibitors. 330,000 tested, 0.17% active. AID 485367;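 further: potency means the concentration at half of the fitted maximal effect; 0% = uninhibited 1x PFK enzyme wells and -100% = no-enzyme wells; nearly all actives have a fitted effect of over 60% in size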
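In TEA buffer at pH 8.0 with 5 mM MgCl2, enzyme (1.25 nM) converted F6P (0.5 mM) and ATP (0.1 mM) for 45 min at room temperature. ADP product was read by luciferase luminescence.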
KCNH2 3.1 block: KCNH2 3.1 (human) potassium channel inhibition. 340,000 tested, 0.95% active. U2OS KCNH2 3.1, thallium flux FluxOr; hits give low values. activity change, % (tested at about 1.8 µM). AID 720553;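 active means maximum activity change below -70%; inconclusive means maximum activity change from -70% to -50%; inactive means maximum activity change above -50%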;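 further: thallium influx rate constant from kinetic fluorescence after stimulation buffer; on the % scale 0 is the no-effect control and ±100 the full control effect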
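Thallium flux via FluxOr fluorescence (Red40 quencher, 45 min loading) in U2OS cells virally expressing the KCNH2 3.1 isoform (1.77 x 10^8 /mL virus, overnight at 37 C). Rate constants from 2-min kinetic reads post-stimulation, normalised to positive and negative controls.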
RORg inh: ROR gamma (mouse) transcription inhibition. P51450. Drosophila S2 Gal4-RORgamma UAS-luciferase reporter, 20 h. Potency, µM (top dose mostly 53.6 µM), inactives show at the highest dose activity change, negative = inhibition, most hits filed as inhibitors. 310,000 tested, 5.4% active. AID 2551; further: potency means the concentration at half of the fitted maximal effect; on the % scale 0 is the no-effect control and ±100 the full control effect; nearly all actives have a fitted effect of over 60% in size
Target sequence (P51450 whole entry, looked up, the tested form may be a part): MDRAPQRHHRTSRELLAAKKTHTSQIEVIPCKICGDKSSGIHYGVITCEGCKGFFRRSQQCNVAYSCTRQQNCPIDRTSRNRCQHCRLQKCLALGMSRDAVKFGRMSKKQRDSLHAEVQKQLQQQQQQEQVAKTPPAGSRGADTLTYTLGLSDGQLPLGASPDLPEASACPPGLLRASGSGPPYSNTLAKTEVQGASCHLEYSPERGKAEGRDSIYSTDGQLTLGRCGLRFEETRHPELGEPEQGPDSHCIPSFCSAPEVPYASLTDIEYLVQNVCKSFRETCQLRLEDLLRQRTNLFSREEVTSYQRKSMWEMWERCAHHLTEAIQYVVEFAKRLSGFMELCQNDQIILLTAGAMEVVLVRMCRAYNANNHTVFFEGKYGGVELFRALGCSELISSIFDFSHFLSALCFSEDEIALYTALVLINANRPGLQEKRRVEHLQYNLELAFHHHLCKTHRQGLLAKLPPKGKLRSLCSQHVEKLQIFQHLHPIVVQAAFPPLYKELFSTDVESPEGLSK
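Luminescence from a UAS-regulated Photinus luciferase reporter in stably transfected Drosophila Schneider cells is measured; decreased signal marks ROR gamma inhibition. Fusion expression is induced by 700 uM copper sulfate for 20 hr.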
Gal4-VP16 FLuc: Gal4-VP16 reporter inhibition counter-screen; Potency, µM (doses to about 53.6 µM), for the others: at the top dose activity, negative = inhibition, actives largely listed as inhibitors; Drosophila S2 Gal4-VP16 UAS-luciferase, luminescence, 20 h; 310,000 tested, 3.5% active; AID 2546;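 further: Gal4-VP16 expression switched on by copper sulfate through the metallothionein promoter; potency means the concentration at half of the fitted maximal effect; on the % scale 0 is the no-effect control and ±100 the full control effect; nearly all actives have a fitted effect of over 50% in size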
An asterisk follows results filed as active; [ ] = another dose, or the depositor's remark. Unless noted, the call rests on the fitted dose curve; in most records, active means well fitted curve in the direction sought with a large enough effect; inconclusive means small, poorly fitted or top-dose-only effect, or another doubt; inactive means no such curve, though single readings can be large; an effect the other way counts as inactive or inconclusive.

How did CCN(CC)S(=O)(=O)c1ccc(Cl)c(C(=O)OCC(=O)c2c(N)n(C)c(=O)n(C)c2=O)c1 do in these assays?
uPA surface inh: 0%; Rab9 prom act: -5%; ELG1 genotoxic: -5%; Giardia kill: -1; Coupling enz: 8; NPC1 promoter act: -4%; FLuc modulator: 3%; Tb PFK inh: -3%; KCNH2 3.1 block: -13; RORg inh: inconclusive; Gal4-VP16 FLuc: -9%

Results for C=CCOC(=O)C1=C(C)Nc2nnnn2C1c1ccc(OC)cc1OC (stereo unspecified) ?
Rab9 prom act: 0%; ELG1 genotoxic: 0%; Giardia kill: -13; Coupling enz: -12; NPC1 promoter act: -1%; FLuc modulator: 2%; Tb PFK inh: -1%; KCNH2 3.1 block: 10; RORg inh: -35%; Gal4-VP16 FLuc: -19%

How did COc1ccc(OC)c(S(=O)(=O)N2CCc3ccccc32)c1 do in these assays?
uPA surface inh: -4%; Rab9 prom act: 11%; ELG1 genotoxic: -4%; Giardia kill: 13; Coupling enz: -3; NPC1 promoter act: -5%; FLuc modulator: 1%; Tb PFK inh: 0%; KCNH2 3.1 block: -13; RORg inh: 21%; Gal4-VP16 FLuc: -1%

Results for COc1ccc(CNCCNC(=O)c2ccco2)c(OC)c1OC ?
uPA surface inh: -2%; Rab9 prom act: -3%; ELG1 genotoxic: 0%; Giardia kill: -13; Coupling enz: 1; NPC1 promoter act: -1%; FLuc modulator: 1%; Tb PFK inh: 24%; KCNH2 3.1 block: 12; RORg inh: -14%; Gal4-VP16 FLuc: 0%

How did CCN1C(=O)[C@H]2[C@@H](c3ccc(C)cc3)N3C(=O)N(c4ccc(OC)cc4)C(=O)[C@@]3(C)[C@H]2C1=O do in these assays?
uPA surface inh: 10%; Rab9 prom act: -1%; ELG1 genotoxic: 1%; Giardia kill: 23; Coupling enz: 1; NPC1 promoter act: 0%; FLuc modulator: -2%; Tb PFK inh: -2%; KCNH2 3.1 block: -6; RORg inh: 20%; Gal4-VP16 FLuc: 7%

What do the screens show for `Cc1ccc(S(=O)(=O)N2CCC(C(=O)N[C@H](C(=O)NC3CCS(=O)(=O)C3)C(C)C)CC2)cc1` (stereo partly specified)?
uPA surface inh: 2%; Rab9 prom act: -2%; ELG1 genotoxic: -1%; Giardia kill: -3; Coupling enz: 2; NPC1 promoter act: 0%; FLuc modulator: -1%; Tb PFK inh: 7%; KCNH2 3.1 block: 14; RORg inh: 7%; Gal4-VP16 FLuc: -1%

Results for Cc1ccc(S(=O)(=O)N2CCOCC2)cc1C(=O)OCC(=O)N(Cc1ccccc1)C(C)C ?
uPA surface inh: -9%; Rab9 prom act: -7%; ELG1 genotoxic: -6%; Giardia kill: 7; NPC1 promoter act: -6%; FLuc modulator: 3%; Tb PFK inh: 0%; KCNH2 3.1 block: -5

How did C=CCNC(=O)CN(c1ccc(OC)cc1OC)S(C)(=O)=O do in these assays?
uPA surface inh: 2%; Rab9 prom act: 6%; ELG1 genotoxic: 2%; Giardia kill: 6; Coupling enz: -2; NPC1 promoter act: 0%; FLuc modulator: 6%; Tb PFK inh: 5%; KCNH2 3.1 block: 5; RORg inh: 9%; Gal4-VP16 FLuc: 2%

How did c1ccc(CSc2ncn(-c3ccccc3)n2)cc1 do in these assays?
uPA surface inh: 2%; Rab9 prom act: 2.2µM*; ELG1 genotoxic: 4.1µM*; Giardia kill: -11; Coupling enz: 1; NPC1 promoter act: 3.2µM*; FLuc modulator: 4.8µM*; Tb PFK inh: 2%; KCNH2 3.1 block: -6; RORg inh: inconclusive; Gal4-VP16 FLuc: -3%

Results for Cc1sc2ncn(CC(=O)Nc3ccccc3F)c(=O)c2c1-c1ccccc1 ?
uPA surface inh: 19%; Rab9 prom act: -3%; ELG1 genotoxic: 0%; Giardia kill: -1; Coupling enz: 6; NPC1 promoter act: 0%; FLuc modulator: -4%; Tb PFK inh: 2%; KCNH2 3.1 block: 13; RORg inh: 13%; Gal4-VP16 FLuc: 0%

What do the screens show for `C/C(=N\Nc1ccc(S(N)(=O)=O)cc1[N+](=O)[O-])c1cccs1`?
uPA surface inh: -6%; Rab9 prom act: 8%; ELG1 genotoxic: 14%; Giardia kill: 13; Coupling enz: 0; NPC1 promoter act: 1%; FLuc modulator: 1%; Tb PFK inh: 1%; KCNH2 3.1 block: 25; RORg inh: -42%; Gal4-VP16 FLuc: inconclusive

How did Cc1ccc(Sc2ccc(NC(=O)c3ccc(S(C)(=O)=O)cc3Cl)cc2)cc1 do in these assays?
Rab9 prom act: -11%; ELG1 genotoxic: 2%; Giardia kill: 4; Coupling enz: 1; NPC1 promoter act: -1%; FLuc modulator: 0%; Tb PFK inh: 3%; KCNH2 3.1 block: -35; RORg inh: -6%; Gal4-VP16 FLuc: -14%

Results for NS(=O)(=O)c1cccc(NC(=O)COc2ccc([N+](=O)[O-])cc2)c1 ?
uPA surface inh: 0%; Rab9 prom act: 11%; ELG1 genotoxic: -1%; Giardia kill: -4; Coupling enz: -1; NPC1 promoter act: 4%; FLuc modulator: inconclusive; Tb PFK inh: 7.6µM*; KCNH2 3.1 block: 0; RORg inh: 34%; Gal4-VP16 FLuc: -4%

How did Nc1ccc2nc(C3CCCCC3)[nH]c2c1 do in these assays?
uPA surface inh: -1%; Rab9 prom act: 8%; ELG1 genotoxic: 8%; Giardia kill: 13; Coupling enz: -14; NPC1 promoter act: 4%; FLuc modulator: inconclusive; Tb PFK inh: 7%; KCNH2 3.1 block: 2; RORg inh: 6%; Gal4-VP16 FLuc: 2%

Results for CCC(=O)c1ccc(/C=C/c2nc3ccccc3n2C)o1 ?
uPA surface inh: -12%; Rab9 prom act: 0.32µM*; ELG1 genotoxic: -3%; Giardia kill: inconclusive; Coupling enz: -5; NPC1 promoter act: 0.5µM*; FLuc modulator: 3.4µM*; Tb PFK inh: -8%; KCNH2 3.1 block: 4; RORg inh: -39%; Gal4-VP16 FLuc: -1%[10 µM]

How did O=C(NCCCc1ccccc1)[C@@H]1Cc2ccccc2CN1 do in these assays?
uPA surface inh: 1%; Rab9 prom act: 0%; ELG1 genotoxic: 0%; Giardia kill: -4; Coupling enz: 0; NPC1 promoter act: 0%; FLuc modulator: -1%; Tb PFK inh: 1%; KCNH2 3.1 block: -2; RORg inh: 1%; Gal4-VP16 FLuc: 0%

What do the screens show for `C/C(CC(=O)Nc1cccc(Br)c1)=N\NC(=O)c1ccc(O)cc1O`?
uPA surface inh: 6%; Rab9 prom act: -1%; ELG1 genotoxic: 2%; Giardia kill: -12; Coupling enz: 6; NPC1 promoter act: -8%; FLuc modulator: inconclusive; Tb PFK inh: 0%; KCNH2 3.1 block: 2; RORg inh: 0.89µM*; Gal4-VP16 FLuc: inconclusive

Results for CN1C2CCC1/C(=C\c1ccc(F)cc1)C(=O)/C2=C/c1ccc(F)cc1 ?
uPA surface inh: -2%; Rab9 prom act: -4%; ELG1 genotoxic: 0%; Giardia kill: 0; Coupling enz: -1; NPC1 promoter act: 4%; FLuc modulator: -1%; Tb PFK inh: -8%; KCNH2 3.1 block: -16; RORg inh: -25%; Gal4-VP16 FLuc: 11%

Results for COCc1cc(CN2CCCC(C(=O)c3cccc(C(F)(F)F)c3)C2)ccc1OC (stereo unspecified) ?
uPA surface inh: 4%; Rab9 prom act: -5%; ELG1 genotoxic: -5%; Giardia kill: -9; Coupling enz: 2; NPC1 promoter act: -1%; FLuc modulator: -1%; Tb PFK inh: 1%; KCNH2 3.1 block: -4; RORg inh: 9%; Gal4-VP16 FLuc: -3%

Results for Cc1ccc(-c2cc(N)n(Cc3ccc(Cl)cc3)n2)cc1 ?
uPA surface inh: 9%; Rab9 prom act: -16%; ELG1 genotoxic: -4%; Giardia kill: 4; Coupling enz: -2; NPC1 promoter act: -14%; FLuc modulator: inconclusive; Tb PFK inh: -3%; KCNH2 3.1 block: 3; RORg inh: 12%; Gal4-VP16 FLuc: -14%

Results for Cc1[nH]c(C)c(S(=O)(=O)N2CCN(c3cccc(Cl)c3)CC2)c1C(=O)N1CCCC1 ?
uPA surface inh: -14%; Rab9 prom act: 8%; ELG1 genotoxic: -2%; Giardia kill: 25; Coupling enz: 2; NPC1 promoter act: 1%; FLuc modulator: 1%; Tb PFK inh: 1%; KCNH2 3.1 block: -11; RORg inh: -1%; Gal4-VP16 FLuc: -1%

What do the screens show for `c1ccc(Cn2c[n+](Cc3ccccc3)c3ccccc32)cc1`?
uPA surface inh: -13%; Rab9 prom act: -2%; ELG1 genotoxic: -20%; Giardia kill: -18; NPC1 promoter act: -4%; FLuc modulator: -2%; Tb PFK inh: 1%; KCNH2 3.1 block: 13; RORg inh: 10%; Gal4-VP16 FLuc: -24%
